From PubChem
KCNQ2 inh – KCNQ2 potassium channel inhibitors, primary screen, cell-based, CHO-K1, FluxOR thallium flux, B-score (AID 2156); B-score at 10 µM; 20 min; active compounds read low; 310,000 tested, 1.1% active; Potassium voltage-gated channel subfamily KQT member 2 (Rattus norvegicus), O88943;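 active = fluorescence ratio B-score at most minus 3 library SDs, with starting brightness B-score within 2 library SDs, cut at about -5.5 in these data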
STK33 inh – inhibitors of purified STK33 kinase, primary screen, biochemical, ADP-Glo luminescence, homogeneous, cell-free | Serine/threonine-protein kinase 33 (Homo sapiens), Q9BYT3 | MBP phosphorylation | inhibition, % at 10 µM | 320,000 tested, 0.073% active | AID 2661, 2010;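 active = inhibition at or above 25%, using the most active replicate where run in duplicate; inactive = inhibition below 25%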
Target sequence (Q9BYT3 whole entry, looked up): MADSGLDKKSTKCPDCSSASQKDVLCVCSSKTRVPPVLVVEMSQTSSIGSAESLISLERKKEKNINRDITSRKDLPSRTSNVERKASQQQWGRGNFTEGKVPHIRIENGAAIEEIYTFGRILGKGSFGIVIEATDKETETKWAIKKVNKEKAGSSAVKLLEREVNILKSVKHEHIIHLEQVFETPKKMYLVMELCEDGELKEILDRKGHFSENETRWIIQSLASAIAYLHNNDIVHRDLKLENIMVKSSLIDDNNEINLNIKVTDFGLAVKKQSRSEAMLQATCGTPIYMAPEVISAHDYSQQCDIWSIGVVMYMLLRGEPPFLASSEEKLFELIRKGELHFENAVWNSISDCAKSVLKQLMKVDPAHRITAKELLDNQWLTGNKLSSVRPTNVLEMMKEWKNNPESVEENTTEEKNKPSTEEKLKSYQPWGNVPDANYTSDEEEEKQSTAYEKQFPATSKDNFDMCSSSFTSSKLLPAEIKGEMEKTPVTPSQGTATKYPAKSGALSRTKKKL
Kir21 inh – inhibitors of mouse Kir2.1 inward-rectifier potassium channel. B-score at 10 µM. HEK293-Kir2.1, FluxOR thallium flux fluorescence; active compounds read low. Inward rectifier potassium channel 2 (Mus musculus), P35561. 310,000 tested, 0.85% active;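 active = fluorescence ratio B-score at or below minus 3 SD of library scores, with starting-brightness B-score within 2 SD, cut at about -4.2 in these data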;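 also: channel flux triggered by added potassium and thallium sulfate stimulus; B-score of peak minus minimum fluorescence over baseline after thallium stimulus; more negative B-score means stronger Kir2.1 block with less thallium influx; some compounds called inactive have numbers as strong as hits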
Target sequence (P35561 whole entry, looked up): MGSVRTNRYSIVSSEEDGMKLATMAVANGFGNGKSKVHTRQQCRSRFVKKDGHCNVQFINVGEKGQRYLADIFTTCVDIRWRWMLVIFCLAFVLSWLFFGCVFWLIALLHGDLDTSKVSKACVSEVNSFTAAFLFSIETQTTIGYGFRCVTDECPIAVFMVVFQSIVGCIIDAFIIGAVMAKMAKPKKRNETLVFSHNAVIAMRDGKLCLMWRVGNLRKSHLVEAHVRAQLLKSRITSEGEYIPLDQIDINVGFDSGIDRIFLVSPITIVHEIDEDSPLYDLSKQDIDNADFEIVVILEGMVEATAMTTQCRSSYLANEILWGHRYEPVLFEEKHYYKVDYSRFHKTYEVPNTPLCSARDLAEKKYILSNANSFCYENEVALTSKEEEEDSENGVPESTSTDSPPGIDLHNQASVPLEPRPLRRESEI
The depositor's hits bear a star; i = inactive; . = no result given.

SMILES | KCNQ2 inh | STK33 inh | Kir21 inh
Cc1cccc(NC(=O)CC2SC(=O)N(c3ccccc3)C2=O)c1 (stereo not given) | i | 1.5 | -1.4
CCOc1ccc2ccccc2c1/C=N\NC(=O)OC | i | 0.5 | 1.7
Cc1cccc(C)c1NC(=O)COc1ccc2c(C)c(Cc3ccccc3)c(=O)oc2c1 | i | -1.6 | 0.74
O=C1CC(c2ccco2)CC(O)=C1C=NCCN1CCN(C(=O)Nc2ccc(Cl)cc2)CC1 (stereo not given) | i | -1.3 | 0.01
O=C(CCCN1C(=O)c2ccccc2C1=O)Nc1nccs1 | i | -0.2 | 0.18
CC(=O)c1cccc(NC(=S)Nc2ccn(Cc3cccc4ccccc34)n2)c1 | i | -3.0 | 0.25
O=C(Cc1ccc(F)cc1)Nc1cccc(-c2ccc3nncn3n2)c1 | i | -1.7 | 0.75
Cc1ccc(-n2c3c(cc(C(=O)NCCCN4CCOCC4)c2=O)C(=O)CC(C)(C)C3)cc1 | i | -1.0 | -0.6
O=c1[nH]c2c(s1)C(c1cccnc1)C1C3CCC(C3)C1S2 (stereo not given) | i | -1.5 | -1.5
Cc1ccc(-n2nnc3c(=O)n(Cc4ccccc4C)cnc32)cc1 | i | -1.3 | 0
CCOC(=O)N1CCN(C(=O)CSc2nc3c(cnn3-c3ccc(Cl)cc3)c(=O)[nH]2)CC1 | i | -0.8 | -0.25
Nc1ccc(-n2nncc2-c2ccco2)cc1 | i | 0.2 | -0.8
COc1ccc(NC(=O)c2cc(NC(=O)C3CCCCC3C(=O)O)ccc2N2CCOCC2)cc1 (stereo not given) | i | -0.2 | 0.93
O=C(CSc1ncn[nH]1)Nc1ccc(Br)cc1F | i | 0.2 | -0.3
CCC(Sc1nc2sc(C(=O)OC)c(C)c2c(=O)n1N)C(=O)NCC1CCCO1 (stereo not given) | i | -0.9 | -0.3
CNc1[nH]ncc1[N+](=O)[O-] | i | 0.7 | -0.95
N#CCCN1CCCN(CCC#N)CCN(CCC#N)CCCN(CCC#N)CC1 | i | -3.0 | -0.48
O=C(COC(=O)CCNS(=O)(=O)c1ccccc1F)Nc1nnc(-c2ccccc2)o1 | i | -0.6 | 0.41
Cc1c(C(=O)c2ccccc2)oc2ccc3ccccc3c12 | i | -2.1 | -1.2
CC(NC(=O)CCSc1nc(-c2ccco2)cc(C(F)(F)F)n1)c1ccccc1 (stereo not given) | i | -1.7 | -3.8
CCOC(=O)c1csc(NC(=O)C(C)(C)C)n1 | i | -2.3 | 1.2
CCOC(=O)c1csc(NC(=O)c2ccc(S(=O)(=O)N3CCCC3)cc2)n1 | i | -2.1 | -0.8
Clc1cnc(N/N=C/c2ccncc2)c(Cl)c1 | i | -1.7 | -1.6
Cc1ccc(Nc2nc3nonc3[nH]c2=O)cc1Cl | i | -1.6 | -0.01
COc1ccc([C@@H]2[C@@H]3C(=O)N(C(C)(C)C)C(=O)[C@@H]3[C@]3(Cc4ccccc4)C(=O)N(c4ccc(Br)cc4)C(=O)N23)cc1 | i | 0.4 | -0.58
Cc1ccc2c(c1)sc1nc(=O)n(-c3cccc(Cl)c3)c(=O)n12 | i | 0.5 | 0.37
CCCc1ccc(C(=O)NNc2ccc(F)cc2)cc1 | i | -0.8 | 0.88
CCOC(=O)C(NC(=O)C1CCCN1C(=O)OCc1ccccc1)C(=O)OCC (stereo not given) | i | . | 0.78
COc1cc(CCCN2C(N)=NC[C@@H]2Cc2ccccc2)cc(OC)c1OC | i | -2.3 | -1.6
COC(=O)CCC(=O)NC(=S)Nc1ccc(S(=O)(=O)N2CCCC2)cc1 | i | 0.7 | -0.62

Single records, from the list above. Values in the order: KCNQ2 inh	STK33 inh	Kir21 inh
Entry for Cc1ccc2c(c1)sc1nc(=O)n(-c3cccc(Cl)c3)c(=O)n12 → i	0.5	0.37
Entry for O=C(COC(=O)CCNS(=O)(=O)c1ccccc1F)Nc1nnc(-c2ccccc2)o1 → i	-0.6	0.41
Entry for Cc1cccc(C)c1NC(=O)COc1ccc2c(C)c(Cc3ccccc3)c(=O)oc2c1 → i	-1.6	0.74
Entry for COc1cc(CCCN2C(N)=NC[C@@H]2Cc2ccccc2)cc(OC)c1OC → i	-2.3	-1.6
Entry for Cc1cccc(NC(=O)CC2SC(=O)N(c3ccccc3)C2=O)c1 (stereo not given) → i	1.5	-1.4

Look-ups from the entries so far.
In Kir21 inh, O=C(COC(=O)CCNS(=O)(=O)c1ccccc1F)Nc1nnc(-c2ccccc2)o1 shows 0.41
In STK33 inh, Cc1ccc(-n2c3c(cc(C(=O)NCCCN4CCOCC4)c2=O)C(=O)CC(C)(C)C3)cc1 shows -1.0
In Kir21 inh, COC(=O)CCC(=O)NC(=S)Nc1ccc(S(=O)(=O)N2CCCC2)cc1 shows -0.62
In Kir21 inh, O=C(Cc1ccc(F)cc1)Nc1cccc(-c2ccc3nncn3n2)c1 shows 0.75

Other structures.
SMILES | KCNQ2 inh | STK33 inh | Kir21 inh
CCCC12CN3CCN(CC(C3)/C1=N\NC(=O)c1ccccc1N)C2 | i | . | 1.1
O=C(Nc1ccnn1C1CCN(CCCc2ccccc2)CC1)c1ccccc1 | i | -0.4 | 1.3
Cc1ccc(Cn2ncn3c(cc4ccccc43)c2=O)cc1 | i | 0.3 | 0.85
C=CCSc1nnc(-c2cc(Br)ccc2N)c(=O)[nH]1 | i | -1.3 | 3.2
CCCn1c(=O)c2c(nc(Br)n2CCC)n(C)c1=O | i | -1.5 | 1.5
CC1=CC(C)C2C(=O)N(O)C(=O)C2C1 (stereo not given) | i | -1.4 | -1.1
CCOC(=O)CSc1nc2c(cnn2-c2ccc(C)cc2)c(=O)[nH]1 | i | -0.6 | 1.5
O=C(Nc1ccc2oc(-c3ccc4ccccc4c3)nc2c1)c1cccs1 | i | 11 | -1.3
O=C(O)Cc1sc(N/N=C\c2ccccc2)nc1-c1ccccc1 | i | -0.1 | -0.42
O=C(NNc1nc(-c2ccccc2)cs1)c1cccs1 | i | -0.2 | -0.01
CSc1cccc(NC(=S)N(Cc2ccccc2)Cc2cccnc2)c1 | i | -1.9 | -0.28
O=C(c1ccccc1)N1CN2CN(C(=O)c3ccccc3)CC([N+](=O)[O-])(C2)C1 | i | -1.4 | 0.84
N#Cc1ccc(Oc2cc(C(F)(F)F)nc(-c3ccccn3)n2)cc1 | i | -0.8 | -0.41
CCC(C)(O)c1[nH]c2ccc(C(F)(F)F)cc2c1C (stereo not given) | i | 0.7 | 2.1
S=C(Nc1ccccc1Cl)N1CCCCC1 | i | -2.7 | -0.15
C=CCOc1c(Br)cc(CNc2ccc(NC(=O)CCC)cc2)cc1OCC | i | -0.8 | -0.12
CC(C)(C)c1ccc(S(=O)(=O)N2CCC(O)(c3ccc(Cl)cc3)CC2)cc1 | i | -2.9 | 0.47
CC(=O)Nc1cccc(N=NN2CCCCC2)c1 | i | 2.6 | -0.34
O=C(c1ccccc1[N+](=O)[O-])N(CCc1ccccc1)Cc1ccccc1 | i | 1.1 | -1.4
Clc1cccc(-c2nc3nc4ccccc4nc3n2Cc2ccccc2)c1 | i | -0.5 | -0.08
CNc1c(N)n(Cc2ccccc2)c(=O)[nH]c1=O | i | -1.4 | 1.1
Cc1cccn2c(=O)c3cc(C(=O)NCC4CCCO4)c(=N)n(C4CCCC4)c3nc12 (stereo not given) | i | -2.5 | 0.18
Cn1c(C(C(=O)NCC2CCCO2)N(CCc2ccccc2)C(=O)Cn2nnc3ccccc32)nc2ccccc21 (stereo not given) | i | -0.7 | -0.56
CCN(c1ccc(C)c(C)c1)S(=O)(=O)c1c(C)[nH]c(=O)[nH]c1=O | i | -1.9 | 0.02
Cn1c(SCC(=O)N2c3ccccc3Sc3ccccc32)nnc1-c1ccco1 | i | -0.4 | -1.5
CCC(C)(C(=O)NC1CCCCC1)N(Cc1ccco1)C(=O)Cc1cccs1 (stereo not given) | i | 1.0 | 0.27
CCOC(=O)N1CCN(C(=O)c2ccc(N(Cc3ccccc3)S(C)(=O)=O)cc2)CC1 | i | -0.5 | -0.6
CS(=O)(=O)N(CC(=O)N1CCCCCC1)Cc1ccc(Cl)cc1 | i | -0.7 | -2
Cc1ccc(C2N(c3ccc(Cl)cc3)C(=O)N3CCCN23)cc1 (stereo not given) | i | 0.6 | 0.6
CCN(C(=O)CSc1nnnn1-c1ccccc1OC)C1CCS(=O)(=O)C1 (stereo not given) | i | 0.7 | 0.45
COc1cccc(COc2ncnc3sccc23)c1 | i | -1.0 | 1.9
Cc1cc([N+](=O)[O-])c2c(c1C)C1C=CCC1C(c1ccccn1)N2 (stereo not given) | i | -1.2 | 1.4
Cc1ccc(S(=O)(=O)N2CCN(C3CC(=O)N(CCc4ccccc4)C3=O)CC2)cc1C (stereo not given) | i | 0.8 | -1
OCCNc1nc(Nc2ccc(Cl)c(Cl)c2)nc2ccccc12 | i | 0.7 | 0.85
O=C(CSc1cccc[n+]1[O-])Nc1cc2c(cc1Cl)C(=O)c1ccccc1C2=O | i | -0.1 | -0.55
CC1(C)CC(=O)C2=C(C1)N(c1ccccc1)C(N)=C(C#N)C2c1ccccc1 (stereo not given) | i | -0.5 | -0.32
CCOc1ccc(/C=N/n2c(C)nnc2C)cc1OC | i | -0.3 | 0.62
CC(=O)c1cccc(NS(=O)(=O)c2c(C)n[nH]c2C)c1 | i | -1.3 | -0.76
CCCc1nn(CCc2ccccn2)c(N)c1CC | i | -0.7 | 0.36
CN1C(=O)C2(C(C#N)=C(N)N(c3ccc(Cl)cc3)C3=C2C(=O)CC(C)(C)C3)c2ccccc21 (stereo not given) | i | -2.6 | 0.39
O=C(/C=C/Sc1ccc(C(F)(F)F)cn1)c1ccccc1 | i | -0.8 | 0.63
COC(=O)c1ccc(C2SCC(=O)N2Cc2ccccc2)cc1 (stereo not given) | i | -0.3 | -0.04
CC(C)c1onc(C(=O)N2CCOCC2)c1[N+](=O)[O-] | i | -0.3 | -1.1
O=C(O)CSCc1ccc(Cl)cc1 | i | -0.3 | -0.63
COCCN(C(=O)CC(C)(C)C)c1nnc(-c2cccnc2)s1 | i | 0.0 | 0.4
CCOC(=O)c1cccc(NC(=O)CSc2nnc(C3CCCCC3)n2CC)c1 | i | -0.8 | 2.1
O=C(Nc1ccccc1OC(F)F)c1ccccc1 | i | 0.2 | -0.25
COc1cccc(CN2CC(C(=O)N3CCCCCC3)CCC2=O)c1 (stereo not given) | i | -1.0 | -0.05
O=C(Nc1ccc(S(=O)(=O)Nc2ncccn2)cc1)c1cccc(S(=O)(=O)N2CCCC2)c1 | i | -1.1 | 1
COc1ccc2c(c1)c(C(O)CN1CCC(Cc3ccccc3)CC1)c(C)n2C (stereo not given) | i | -1.6 | -0.91
Cc1cc(NCc2ccc(F)cc2)nc2cc(Cl)ccc12 | i | -2.1 | -1.7
COC(=O)CCC(=O)OC1(C)C(=O)C=C2C=C(C3CC3)N(c3cccc(C#N)c3)C=C2C1=O (stereo not given) | i | -0.4 | -1.4
COc1ccc(NC(=O)NCCN2CCN(c3cccc(Cl)c3)CC2)cc1 | i | 0.8 | 1.8
O=C(Nc1ccccn1)c1cc2ccccc2o1 | i | 6.6 | -0.11
Clc1ccc(CNc2cnccn2)cc1 | i | -1.7 | 0.38
O=C(NCc1ccccn1)NC1CCCCC1 | i | -2.4 | -0.49
O=C(NNS(=O)(=O)c1ccc(Cl)cc1)C1CCN(Cc2ccccc2)CC1 | i | -0.2 | -0.9
COc1ccc(O)c(CN2CCCC(C(=O)Nc3cccc(-n4cccn4)c3)C2)c1 (stereo not given) | i | -1.0 | -1.8
FC(F)(F)c1nnc(-c2ccccc2)nc1Oc1ccccc1 | i | -0.2 | 0.44
O=C(Oc1cccc(NC(=O)c2ccco2)c1)c1cccc(S(=O)(=O)N2CCCC2)c1 | i | -3.7 | 0.6

The list goes on:
SMILES | KCNQ2 inh | STK33 inh | Kir21 inh
COc1ccc(C(=O)N2c3ccc(F)cc3CCC2C)cc1OC (stereo not given) | i | -4.1 | -0.33
CCOC(=O)NCc1ccc2c(c1)OCO2 | i | -3.0 | -0.13
COc1ccc(-c2[nH]nc3oc(=O)cc(C)c23)cc1 | i | 0.9 | -0.14
Cc1ccsc1/C=C(\C#N)C(=O)Nc1c(C)n(C)n(-c2ccccc2)c1=O | i | -0.4 | 3.2
N/C(=N\OC(=O)COc1ccccc1)c1ccccn1 | i | -2.8 | 0.8
CCCCn1c(SCc2ccccn2)nc2c1c(=O)n(C)c(=O)n2C | i | 0.1 | -1.9
Cc1ccccc1NC(=S)N(CCCN1CCC(C)CC1)Cc1ccco1 | i | -1.5 | 0.88
COc1ccccc1NCCC(=O)OCC(=O)NCc1ccco1 | i | 1.2 | -0.45
COCCNc1c(-c2ccc(OC)cc2)nc2ccc(Cl)cn12 | i | 0.0 | -0.68
CN1/C(=C\C(=O)c2cccs2)C(C)(C)c2ccccc21 | i | 1.1 | 1.6
CCOc1ccccc1NC(=O)CSc1c(C)n[nH]c1C | i | 0.3 | 0.42
Cc1nc2c(c(C)c1C#N)C(=O)c1ccccc1-2 | i | . | 0.08
C=C(C)CNC(=S)Nc1cccc2cnccc12 | i | 1.6 | -0.01
Cc1cccc(C)c1OCCn1nnc2ccccc21 | i | 1.0 | 0.65
